Bioassay records from PubChem.
GALK inh: qHTS Assay for Inhibitors of Human Galactokinase (GALK). P51570. Purified GALK, Kinase-Glo residual ATP luminescence. Potency, µM (titrated, usually from 57.5 µM), for the others: at the top dose activity change, negative = inhibition, actives largely listed as inhibitors. 0.007% of 270,000 active. AID 1868, 2009; further: potency means the concentration at half of the fitted maximal effect; on the % scale 0 is the no-effect control and ±100 the full control effect
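Galactose (100 uM) and ATP (35 uM) were turned over by 5 nM GALK for 1 h at RT. Kinase-Glo Plus then converted the remaining ATP into a luminescent signal.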
TRPV1 ag: HTS Assay for Compounds that Act as Agonists of the Vanilloid Receptor 1. TRPV1-expressing cells, Fluo-8 calcium influx, agonist mode. activation, % at 8.33 µM. 0.19% of 320,000 active; in the data active means activation above about 80%; inconclusive means between about 30% and that limit; further: 0% is about no effect
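Fluo-8 calcium influx in TRPV1-expressing cells, kinetic read (ex 480/em 520 nm). Compound added and read 3 min for agonist activity, followed by capsaicin at EC20 final and 2 min further read for enhancement.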
Coupling enz: qHTS Assay for Inhibitors of Fructose-1,6-bisphosphate Aldolase from Giardia Lamblia: Coupling assay counterscreen; AID 2472, 2010; coupling enzyme system counterscreen, AmpLite Red fluorescence; activity change, negative = inhibition, % at 58.2 µM, hits read low; 0.67% of 290,000 active; in the data active means activity change below about -30%; further: on the % scale 0 is the no-effect control and ±100 the full control effect
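Compounds tested against the coupling enzymes alone at 57.5 uM final; readout was AmpLite Red fluorescence (525/598 nm) after 20 min at RT.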
Integrin act MD: qHTS for Activators of Integrin-Mediated Alleviation for Muscular Dystrophy; AID 624291, 2012; 0.064% of 350,000 active; Potency, µM (highest dose often 38.3 µM), for inactives: at the top dose activation, actives largely listed as activators; alpha7betagal myoblasts, beta-gal FDG fluorescence, 48 h;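 further: potency means the concentration at half of the fitted maximal effect; 100% = response of the positive control SU9516; nearly all actives have a fitted effect of over 60% in size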
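Alpha7betagal+/- myoblasts (passage 13) were plated 16-24 hr, then exposed to compounds (1:260 dilution of DMSO stock) for 48 hours at 37C. After MPER lysis, β-galactosidase reporter activity was read as FDG fluorescence (ex 480/em 540) after 30 minutes.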
S-ASM inh: Inhibitors of Secretory Acid Sphingomyelinase (S-ASM): qHTS | placental ASM, HMU-PC fluorogenic substrate, 60 min | Potency, µM (doses to about 57.5 µM), for the others: top-dose activity change, negative = inhibition, usual class: inhibitors | Sphingomyelin phosphodiesterase (Homo sapiens), P17405 | 0.006% of 340,000 active; further: potency means the concentration at half of the fitted maximal effect
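Steps: dispense placental human ASM, pin compound, wait 10 min at room temperature, add HMU-PC0 substrate at 9 uM final, incubate 60 min at 37 °C, add stop solution raising pH to 10, read fluorescence.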
KCNH2 WT inh: qHTS for Inhibitors of KCHN2 3.1: Wildtype qHTS; Voltage-gated inwardly rectifying potassium channel KCNH2 (Homo sapiens), Q12809; activity change, % at 1.84 µM; U2OS, BacMam KCNH2, thallium flux FluxOr; hits give low values; 0.37% of 340,000 active;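 active means maximum activity change below -70%; inconclusive means maximum activity change between -70% and -50%; inactive means maximum activity change above -50%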; further: on the % scale 0 is the no-effect control and ±100 the full control effect
Target sequence (Q12809 whole entry, looked up): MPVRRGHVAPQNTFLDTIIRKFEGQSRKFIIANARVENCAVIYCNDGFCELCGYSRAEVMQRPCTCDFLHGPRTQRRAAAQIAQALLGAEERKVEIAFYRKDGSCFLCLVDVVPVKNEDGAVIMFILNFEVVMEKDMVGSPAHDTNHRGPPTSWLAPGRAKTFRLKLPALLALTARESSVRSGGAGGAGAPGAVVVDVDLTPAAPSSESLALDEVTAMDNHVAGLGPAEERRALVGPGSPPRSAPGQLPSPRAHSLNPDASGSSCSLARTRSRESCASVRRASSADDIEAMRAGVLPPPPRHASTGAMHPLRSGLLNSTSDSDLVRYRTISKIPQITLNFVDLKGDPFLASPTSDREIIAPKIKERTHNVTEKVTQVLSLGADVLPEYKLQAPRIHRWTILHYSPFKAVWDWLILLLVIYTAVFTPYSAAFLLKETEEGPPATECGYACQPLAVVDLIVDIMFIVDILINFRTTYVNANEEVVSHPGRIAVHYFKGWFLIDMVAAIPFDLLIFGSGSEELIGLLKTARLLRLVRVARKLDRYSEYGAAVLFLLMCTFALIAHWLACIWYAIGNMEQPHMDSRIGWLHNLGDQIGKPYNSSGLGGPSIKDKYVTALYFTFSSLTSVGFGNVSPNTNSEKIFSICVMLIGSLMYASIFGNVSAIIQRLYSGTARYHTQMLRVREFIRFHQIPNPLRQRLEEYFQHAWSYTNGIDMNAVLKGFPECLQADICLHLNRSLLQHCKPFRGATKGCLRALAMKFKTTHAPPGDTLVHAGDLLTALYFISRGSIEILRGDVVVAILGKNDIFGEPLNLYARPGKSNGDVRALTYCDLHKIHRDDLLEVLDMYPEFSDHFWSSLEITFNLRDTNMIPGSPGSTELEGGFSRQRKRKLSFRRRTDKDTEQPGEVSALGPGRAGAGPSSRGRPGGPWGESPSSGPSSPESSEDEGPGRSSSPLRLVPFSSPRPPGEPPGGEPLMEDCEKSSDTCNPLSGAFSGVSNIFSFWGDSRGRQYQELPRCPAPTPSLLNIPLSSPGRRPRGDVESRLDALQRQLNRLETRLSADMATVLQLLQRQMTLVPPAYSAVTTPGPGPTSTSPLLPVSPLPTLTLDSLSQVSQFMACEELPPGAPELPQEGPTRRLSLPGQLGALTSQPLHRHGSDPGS
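U2OS cells were transduced with wild-type KCNH2 virus (2.03 x 10^8 / mL) for 4 h at room temperature, then cultured overnight at 37 C. Thallium flux was read with FluxOr dye. Rate constants were normalized to DMSO controls.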
MBNL1 CUG block: qHTS Assay for Inhibitors of MBNL1-poly(CUG) RNA binding; TR-FRET MBNL1-His/biotin-(CUG)12 binding, 665/545 ratio; 0.036% of 280,000 active; Potency, µM (titrated, usually from 57.5 µM), inactives show top-dose activity change, negative = inhibition, most hits filed as inhibitors; Muscleblind-like protein 1 (Homo sapiens), Q9NR56; AID 2675, 2010; active means well fitted inhibition curve with a large enough effect in the signal ratio, with a control signal flat, not every such curve was filed as active; inconclusive means small, poorly fitted or top-dose-only effect, or effect the other way, or a change in a side signal; inactive means no such curve, though single readings can be large or run the other way; the % refers to the signal ratio; further: potency means the concentration at half of the fitted maximal effect; on the % scale 0 is the no-effect control and ±100 the full control effect
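His-tagged MBNL1 binding to biotinylated (CUG)12 RNA was measured by TR-FRET using terbium anti-His antibody (0.055 ng/ul final) and streptavidin-XL665 (5 nM final). Compounds were titrated 92 nM to 58 uM; 60 min at room temperature.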
CXXC DNA block: qHTS Fluorescence Polarization Assay for Inhibitors of MLL CXXC domain - DNA interaction. Histone-lysine N-methyltransferase 2A (Homo sapiens), Q03164. Potency, µM (titrated, usually from 115 µM), for inactives: at the top dose activity change, negative = inhibition, usual class: inhibitors. AID 2662, 2010. 0.037% of 290,000 active. MLL-CXXC / FITC-HOXA9 DNA fluorescence polarization; active means well fitted inhibition curve with a large enough effect in the polarisation, with a control signal flat, not every such curve was filed as active; inconclusive means small, poorly fitted or top-dose-only effect, or effect the other way, or a change in a side signal; inactive means no such curve, though single readings can be large or run the other way; the % refers to the polarisation; further: potency means the concentration at half of the fitted maximal effect
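Steps: dispense CXXC domain solution (7 uM) → pin compounds or unlabeled HOX-A9 DNA control → 5 min ambient → add FLSN-HOX-A9 solution (50 nM) → spin → 30 min ambient → fluorescence polarization. Tris pH 7.5/NaCl/DTT/BSA buffer.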
AT treatment: qHTS Assay for Identifying a Potential Treatment of Ataxia-Telangiectasia. […] A-T fibroblasts, KAP-1 phosphorylation AlphaLISA; neocarzinostatin DNA damage 30 min before lysis. Potency, µM (doses to about 57.5 µM), for the others: at the top dose activation, actives largely listed as activators. 0.19% of 320,000 active; further: potency means the concentration at half of the fitted maximal effect; % of control where 0% means no effect; nearly all actives have a fitted effect of over 45% in size
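ATM-like activity read as KAP-1 phosphorylation via AlphaLISA donor/acceptor antibody pairs after lysis and 6 hr at 25C. Cells were ATM-null patient fibroblasts ([…], hTERT), dosed 60 min, then exposed to the DSB inducer NCS for 30 min.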
KCNH2 3.1 inh: qHTS for Inhibitors of KCHN2 3.1: Mutant qHTS; 0.95% of 340,000 active; activity change, % (tested at about 1.8 µM); Potassium voltage-gated channel subfamily H member 2, brain isoform KCNH2 3.1 (human); AID 720553, 2013; U2OS KCNH2 3.1, thallium flux FluxOr; hits give low values;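 active means maximum activity change below -70%; inconclusive means maximum activity change from -70% to -50%; inactive means maximum activity change above -50%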;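 further: thallium influx rate constant from kinetic fluorescence after stimulation buffer; on the % scale 0 is the no-effect control and ±100 the full control effect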
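Channel expression came from 3.1 mutant virus (1.77 x 10^8 /mL) applied to suspended U2OS cells for 4 h. Flux was tracked with FluxOr dye plus Red40 quencher, and kinetic rate constants normalized to controls.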
* hit, by the source's call; [ ] = another dose, or the depositor's remark. Unless noted, the call rests on the fitted dose curve; in most records, active means well fitted curve in the direction sought with a large enough effect; inconclusive means small, poorly fitted or top-dose-only effect, or another doubt; inactive means no such curve, though single readings can be large; an effect the other way counts as inactive or inconclusive. Compounds were not picked by outcome; 2% or so of the library scored in one or more.

Screening COc1ccccc1NC(=O)CN(Cc1ccco1)C(=O)c1cncc(Br)c1 returned GALK inh -3%, TRPV1 ag -4, Coupling enz -31*, Integrin act MD inconclusive, S-ASM inh 3%, KCNH2 WT inh -2, CXXC DNA block 1%, AT treatment -3% and KCNH2 3.1 inh -17.
`Cc1ccc(NC(=O)CNCc2cccs2)c(Br)c1` gave GALK inh 1%, TRPV1 ag inconclusive, Coupling enz 0, Integrin act MD 30%, S-ASM inh 4%, KCNH2 WT inh 0, MBNL1 CUG block -2%, CXXC DNA block 5%, AT treatment 8% and KCNH2 3.1 inh 12.
Screening COc1cc(OC)c(C(=O)N2CCCC2)cc1OC returned GALK inh 10%, TRPV1 ag -2, Coupling enz 1, Integrin act MD 6%, S-ASM inh 7%, KCNH2 WT inh -15, MBNL1 CUG block -12%, CXXC DNA block -14%, AT treatment -5% and KCNH2 3.1 inh -8.
For O=C(CCn1c(=O)oc2ccccc21)NCc1ccc2c(c1)OCO2 the results were GALK inh 1%, TRPV1 ag 13, Coupling enz 0, Integrin act MD -11%, S-ASM inh 0%, KCNH2 WT inh 14, MBNL1 CUG block -5%, CXXC DNA block 7% and KCNH2 3.1 inh 6.
O=C(O)c1ccc(N=c2oc3cc(O)ccc3cc2C(=O)NCc2ccccc2)cc1 was read as GALK inh 0%, TRPV1 ag -1, Coupling enz 0, Integrin act MD -57%[inhibitor], S-ASM inh inactive, MBNL1 CUG block inconclusive, CXXC DNA block 28%, AT treatment 0% and KCNH2 3.1 inh 18.
Screening O=[N+]([O-])c1cccc(/C=C/c2ccncc2)c1 returned TRPV1 ag 4, Coupling enz 1, Integrin act MD 13%, S-ASM inh -1%, KCNH2 WT inh 5, MBNL1 CUG block inconclusive, CXXC DNA block -17%, AT treatment -9% and KCNH2 3.1 inh 30.
`CN(C)C1=NCCN1CCc1cccc(F)c1` gave TRPV1 ag 2, Coupling enz -2, Integrin act MD 13%, S-ASM inh 0%, KCNH2 WT inh 14, MBNL1 CUG block 4%, CXXC DNA block 7%, AT treatment 7% and KCNH2 3.1 inh -12.
For COc1ccc(C2=NS(=O)(=O)N(C)C(C(=O)Nc3ccc(OC)c(OC)c3)=C2)cc1 the results were TRPV1 ag -4, Coupling enz -1, Integrin act MD 24%, S-ASM inh -15%, KCNH2 WT inh -3, MBNL1 CUG block inconclusive, AT treatment -15% and KCNH2 3.1 inh 4.
`COc1cc(C(=O)N/C(=C\c2cn(C)c3ccccc23)C(=O)N2CCOCC2)cc(OC)c1OC` gave GALK inh 3%, TRPV1 ag -1, Coupling enz -1, Integrin act MD inconclusive, S-ASM inh 0%, KCNH2 WT inh -21, MBNL1 CUG block 8%, CXXC DNA block -7%, AT treatment 7% and KCNH2 3.1 inh 1.
`CNc1nc(N)c([N+](=O)[O-])c(Nc2ccccc2OC)n1` gave GALK inh 2%, TRPV1 ag 5, Coupling enz 1, Integrin act MD 5%, S-ASM inh -4%, KCNH2 WT inh -2, MBNL1 CUG block 1%, CXXC DNA block -6%, AT treatment -12% and KCNH2 3.1 inh -1.

Quoted from the entries so far (2 entries):
Screening COc1ccccc1NC(=O)CN(Cc1ccco1)C(=O)c1cncc(Br)c1 returned GALK inh -3%, TRPV1 ag -4, Coupling enz -31*, Integrin act MD inconclusive, S-ASM inh 3%, KCNH2 WT inh -2, CXXC DNA block 1%, AT treatment -3% and KCNH2 3.1 inh -17.
`Cc1ccc(NC(=O)CNCc2cccs2)c(Br)c1` gave GALK inh 1%, TRPV1 ag inconclusive, Coupling enz 0, Integrin act MD 30%, S-ASM inh 4%, KCNH2 WT inh 0, MBNL1 CUG block -2%, CXXC DNA block 5%, AT treatment 8% and KCNH2 3.1 inh 12.

Additional entries.
`CC(C)(C)c1cc(CCC(=O)N2CCCC2)cc(C(C)(C)C)c1O` gave GALK inh -3%, TRPV1 ag -4, Integrin act MD 30%, S-ASM inh -2%, KCNH2 WT inh -6, MBNL1 CUG block inconclusive, CXXC DNA block 6%, AT treatment -4% and KCNH2 3.1 inh 17.
CCc1nnc(SCc2cccc(F)c2)nc1CC was read as Integrin act MD -9%, S-ASM inh 3%, KCNH2 WT inh -5 and KCNH2 3.1 inh -8.
For CN(C)S(=O)(=O)c1ccc(NC(=O)C2CCCN(C(=O)c3ccc(Cl)cc3)C2)cc1 (configuration not stated) the results were GALK inh 2%, TRPV1 ag 16, Coupling enz 1, Integrin act MD 15%, S-ASM inh -2%, KCNH2 WT inh -7, MBNL1 CUG block -7%, CXXC DNA block -3%, AT treatment 6% and KCNH2 3.1 inh -13.
For Nc1c(C(=O)NCc2ccco2)sc2nc(N3CCOCC3)c3c(c12)CCCC3 the results were GALK inh -1%, TRPV1 ag -2, Coupling enz -9, Integrin act MD -25%, S-ASM inh inactive, KCNH2 WT inh 0, MBNL1 CUG block 20%, CXXC DNA block -9%, AT treatment 17% and KCNH2 3.1 inh 14.
For CC1(C)CNC(=O)c2sc(N3CCOCC3)nc2C1 the results were GALK inh 5%, TRPV1 ag 1, Coupling enz 3, Integrin act MD -15%, S-ASM inh 2%, KCNH2 WT inh -9, MBNL1 CUG block -3%, CXXC DNA block 1% and KCNH2 3.1 inh 18.
Screening Cc1cc(C)cc(NS(=O)(=O)c2cccs2)c1 returned GALK inh -1%, TRPV1 ag 1, Coupling enz -4, Integrin act MD -1%, S-ASM inh 14%, KCNH2 WT inh -11, MBNL1 CUG block -4%, CXXC DNA block -9%, AT treatment -4% and KCNH2 3.1 inh 0.
O=C(O)C1=C(Nc2ccccc2)OCC1=O was read as GALK inh 1%, TRPV1 ag -2, Coupling enz 13, Integrin act MD -26%, S-ASM inh 1%, KCNH2 WT inh 21, MBNL1 CUG block -6%, CXXC DNA block 5%, AT treatment -3% and KCNH2 3.1 inh 13.
`Cc1n[nH]c(=O)c2c(NC(=O)CSc3nnnn3-c3ccccc3)oc(C)c12` gave TRPV1 ag -3, Integrin act MD 10%, S-ASM inh 5%, KCNH2 WT inh -2, AT treatment -2% and KCNH2 3.1 inh 16.
c1ccc(-n2ncc3c(NCc4cccnc4)ncnc32)cc1 was read as GALK inh -2%, TRPV1 ag -1, Coupling enz 0, Integrin act MD -12%, S-ASM inh 0%, KCNH2 WT inh -5, MBNL1 CUG block -13%, CXXC DNA block 14%, AT treatment 2% and KCNH2 3.1 inh 26.
Screening O=C(COC(=O)c1ccccc1Br)NCc1cccs1 returned Integrin act MD 0%, S-ASM inh 0%, KCNH2 WT inh -4, AT treatment 18% and KCNH2 3.1 inh -2.
CCOC(=O)c1ccc(NC(=S)N(CCCN2CCCC2)Cc2cccs2)cc1 was read as GALK inh -1%, TRPV1 ag 1, Coupling enz 0, Integrin act MD 0%, S-ASM inh 2%, KCNH2 WT inh inconclusive, MBNL1 CUG block -3%, CXXC DNA block 9%, AT treatment 1% and KCNH2 3.1 inh inconclusive.
For CSCCC(NC(N)=O)C(=O)Nc1cccc(S(=O)(=O)N2CCOCC2)c1 (configuration not stated) the results were GALK inh 15%, TRPV1 ag -1, Coupling enz 1, Integrin act MD -4%, S-ASM inh 2%, KCNH2 WT inh 5, MBNL1 CUG block -1%, CXXC DNA block 8%, AT treatment -4% and KCNH2 3.1 inh 0.
For CCCCCCN1N=C(C)C(C(=O)c2ccc(Cl)cc2)C1=O (configuration not stated) the results were GALK inh 2%, TRPV1 ag 1, Coupling enz 11, Integrin act MD 10%, S-ASM inh 3%, KCNH2 WT inh -3, MBNL1 CUG block -2%, CXXC DNA block -18%, AT treatment -3% and KCNH2 3.1 inh -4.
For Cc1ccnc2nc(C(=O)OCC(=O)c3ccc(NC(=O)CC(C)C)cc3)nn12 the results were Integrin act MD 5%, S-ASM inh 0%, KCNH2 WT inh -2, AT treatment 20% and KCNH2 3.1 inh 28.
Screening COc1ccc(C2=NS(=O)(=O)N(C)C(C(=O)N3CCC(C)CC3)=C2)cc1 returned TRPV1 ag 14, Coupling enz 1, Integrin act MD -1%, S-ASM inh 58%[activator], KCNH2 WT inh 1, MBNL1 CUG block 10%, AT treatment -14% and KCNH2 3.1 inh -113*.
N[C@@H](Cc1ccccc1)c1nnc(SCc2ccccc2Cl)o1 was read as GALK inh 0%, TRPV1 ag 13, Coupling enz 5, Integrin act MD 10%, S-ASM inh 1%, KCNH2 WT inh 15, MBNL1 CUG block 1%, CXXC DNA block -5%, AT treatment -8% and KCNH2 3.1 inh -1.
